TEAD-YAP inh: TEAD-YAP interaction inhibition; HEK-TIYL cells, TEAD-Gal4/YAP UAS-luciferase luminescence; inhibition, % at 9.12 µM; AID 1259422; 1.4% of 640,000 active; in the data active means inhibition above about 32%;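 further: 0% = median of test compound wells and 100% = reference inhibitor wells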
FBW7 act: human FBW7 E3 ligase activation, primary screen | AID 1259310 | Q969H0 | AlphaScreen FBW7–phospho-cyclin E peptide binding, activator screen | 0.13% of 650,000 active | normalized activity (activation), % at 26.1 µM; in the data active means normalized activity above about 1.9%;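 further: purified mutant Fbw7 with reduced substrate affinity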
Target sequence (Q969H0 whole entry, looked up): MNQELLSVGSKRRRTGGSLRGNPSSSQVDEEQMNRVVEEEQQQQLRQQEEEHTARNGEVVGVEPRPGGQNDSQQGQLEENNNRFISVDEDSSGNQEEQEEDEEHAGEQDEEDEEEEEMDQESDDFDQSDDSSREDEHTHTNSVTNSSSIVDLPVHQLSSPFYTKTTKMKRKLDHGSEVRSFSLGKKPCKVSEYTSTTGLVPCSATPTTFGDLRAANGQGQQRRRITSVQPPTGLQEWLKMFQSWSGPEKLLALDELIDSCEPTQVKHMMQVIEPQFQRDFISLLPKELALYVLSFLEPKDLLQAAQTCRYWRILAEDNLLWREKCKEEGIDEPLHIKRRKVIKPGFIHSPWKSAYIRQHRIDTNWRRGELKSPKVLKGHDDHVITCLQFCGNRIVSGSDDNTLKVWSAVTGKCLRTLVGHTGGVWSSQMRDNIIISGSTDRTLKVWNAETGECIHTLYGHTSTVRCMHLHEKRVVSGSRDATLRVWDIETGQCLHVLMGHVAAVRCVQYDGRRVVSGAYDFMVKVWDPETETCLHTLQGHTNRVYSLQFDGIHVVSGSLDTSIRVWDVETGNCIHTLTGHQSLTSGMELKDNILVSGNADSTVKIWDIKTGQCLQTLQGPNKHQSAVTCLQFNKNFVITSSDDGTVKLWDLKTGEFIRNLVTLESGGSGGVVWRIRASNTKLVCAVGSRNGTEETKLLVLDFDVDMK
MITF primary: inhibitors of human MITF. O75030. AlphaScreen MITF homodimerization, bead proximity signal. inhibition, % at 2.6 µM. 0.91% of 650,000 active. AID 1259374; in the data active means inhibition above about 50%;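 further: 0% = vehicle wells with protein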
GPR151 ag: activators of human GPR151. Q8TDV0. PathHunter beta-arrestin GPR151 cells, luminescence. activation, % at 11.2 µM. 1% of 650,000 active. AID 1508602; in the data active means activation above about 4.9%;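 further: 0% = median of compound wells and 100% = cells with positive control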
An asterisk follows results filed as active.

no.	SMILES	TEAD-YAP inh	FBW7 act	MITF primary	GPR151 ag
1	CCOc1ccc(NC(=O)c2ccc(F)c(S(=O)(=O)N3CCCCC3)c2)cc1	11.5	0.0	2.8	0.0
2	CCOc1cc(/C=C2\SC(=N)N(c3nonc3N)C2=O)ccc1OCC(N)=O	-3.4	-0.1	-2.7	-0.1
3	COc1ccccc1C(=O)Nc1cccc(N2CCC(N(C)Cc3cc(C)no3)CC2)c1	8.7	0.0	3.5	-0.5
4	COc1ccc(NC(=O)CSc2nnc(-c3ccc([N+](=O)[O-])cc3)n2C)c([N+](=O)[O-])c1	11.6	0.0	0.9	0.6
5	Cc1nc(N)sc1-c1nnc(SCC(=O)Nc2nccs2)n1C	2.6	0.3	18.0	0.0
6	COc1ccc(S(=O)(=O)NCCc2sc(-c3ccc(C)cc3)nc2C)cc1F	-10.8	-0.2	9.6	2.1
7	Clc1ccc(Oc2s/c(=N\c3ccccn3)n(-c3ccccc3)c2-c2ccccc2)cc1	7.2	-0.1	2.6	0.2
8	O=C(NC1CC1)/C(=C/c1ccc[nH]1)NC(=O)c1ccccc1	10.1	0.1	10.5	1.6
9	CCOc1ccc(C2(O)CSC3=C(C#N)C(c4ccc(OC)cc4)CC(=O)N32)cc1 (stereo not given)	-25.9	-0.2	8.6	-0.1
10	Cc1cc[n+](CC(=O)c2cccs2)cc1	3.5	-0.1	-10.3	-0.1
11	COc1ccc(C2/C(=C(/O)c3ccc(C)cc3)C(=O)C(=O)N2CCCN2CCOCC2)cc1OC (stereo not given)	-4.8	-0.1	2.8	1.8
12	Oc1ccc2ccccc2c1CN1CCC(Cc2ccccc2)CC1	-1.5	-0.1	0.5	1.1
13	O=Cc1ccc(OCc2cccc(Br)c2)cc1	-29.9	0.1	-0.5	-2.8
14	CC(C)[C@H](Cn1nc(-c2ccc(F)c(F)c2)ccc1=O)NC(=O)c1ccco1	-2.7	0.1	5.8	-1.5
15	COc1cccc(NC(=O)C(c2ccccc2)N2CCOCC2)c1 (stereo not given)	-3.6	-0.2	-3.5	0.5
16	Cc1ccc(S(=O)(=O)Oc2ccc(Br)cc2C=O)cc1	31.9*	0.1	1.3	-0.7
17	Cc1ccccc1Cc1c(C)nc2nc(SCc3ccc([N+](=O)[O-])cc3)nn2c1C	2.3	0.3	9.9	-2.3
18	O=C1OC(c2cccc([N+](=O)[O-])c2)=N/C1=C\C=C\c1ccccc1[N+](=O)[O-]	-0.2	-0.2	-8.8	1.0
19	Cc1cc(NCCN(C(C)C)C(C)C)nc(Nc2ccc(C(F)(F)F)cc2)n1	1.5	0.2	-0.6	1.5
20	COc1ccc(C)cc1NC(=O)c1cn(-c2ccc(F)cc2F)c(=O)c2ccccc12	-2.6	-0.1	-0.5	1.9
21	CSC1=NCCN1C(=O)C(C)Oc1ccccc1 (stereo not given)	6.1	0.0	8.6	0.8
22	Cc1ccc(C(c2nnnn2C(C)(C)C)N2CCN(C)CC2)cc1 (stereo not given)	-5.8	-0.2	1.2	1.6
23	N#Cc1ccc(NC(=O)COC(=O)CCNC(N)=O)cc1	-12.2	-0.1	-2.5	-1.2
24	Clc1ccc(C2=NN(c3cccc(Cl)c3)C(c3ccc(Cl)cc3)C2)cc1 (stereo not given)	0.4	0.1	-9.5	-1.3
25	Nc1ncnc2c1ncn2[C@@H]1O[C@H](COP(=O)(O)OP(=O)(O)OP(=O)(O)OP(=O)(O)OC[C@@H]2O[C@H](n3cnc4c(N)ncnc43)C(O)[C@@H]2O)[C@H](O)C1O (stereo not given in full)	11.9	0.0	-1.6	2.0
26	CCN1CCN(C2CC(=O)N(CCc3ccc(OC)c(OC)c3)C2=O)CC1 (stereo not given)	5.5	-0.1	1.0	-0.1
27	COc1ccccc1-n1nc(C(=O)NCc2cccnc2)c2ccccc2c1=O	-1.0	-0.1	-3.6	-0.8
28	Oc1ccc(Br)cc1C1CC(c2ccc3c(c2)OCO3)=NC(c2ccc(F)c(Br)c2)N1 (stereo not given)	4.3	-0.1	14.2	1.5
29	CCOc1ccc(NC(=O)Cn2cnc3c(nnn3-c3cccc(OC)c3)c2=O)cc1	9.7	0.0	-0.9	-0.1
30	O=C(O)c1c(C(F)(F)F)nc2ccccn12	-5.8	0.0	7.8	0.2
31	O=C(c1ccc([N+](=O)[O-])cc1)N1CCc2c([nH]c3ccccc23)C1c1ccccc1 (stereo not given)	9.7	-0.3	1.3	2.2
32	COc1ccc(CCc2nnc(CCC(=O)NCc3nc(C)c(C)s3)o2)cc1	-3.3	-0.1	-0.2	-0.8
33	CCCc1[nH]nc2c1C(c1ccc(Cl)c([N+](=O)[O-])c1)C(C#N)=C(N)O2 (stereo not given)	5.8	1.0	10.8	-0.4
34	CC(Oc1ccc(Cl)cc1Cl)C(=O)NNC(=O)c1cccc(F)c1 (stereo not given)	1.0	-0.1	7.8	-0.6
35	C=COc1ccc(NC(=O)c2ccccc2Cl)cc1	-36.1	0.6	0.7	-0.1
36	CC(=O)OC1=C(C(=O)c2ccccc2)N(C)S(=O)(=O)c2ccccc21	3.4	-0.1	-2.4	-1.0

Single values from the list:
`Clc1ccc(C2=NN(c3cccc(Cl)c3)C(c3ccc(Cl)cc3)C2)cc1` (stereo not given) in TEAD-YAP inh → 0.4
`Oc1ccc(Br)cc1C1CC(c2ccc3c(c2)OCO3)=NC(c2ccc(F)c(Br)c2)N1` (stereo not given) in FBW7 act → -0.1

Following part
[37] COc1cc(C2=N/C(=C/c3ccco3)C(=O)O2)cc(OC)c1OC
[38] O=C(CN1C(=O)c2ccccc2C1=O)Oc1ccc(I)cc1
[39] Cc1ccc(-n2ncc3c(Nc4cccc(C)c4C)ncnc32)c(C)c1
[40] CC(C)c1ccc(OCC(=O)NCC2CCCO2)cc1 (stereo not given)
[41] CC(c1ccon1)N(C)Cc1cn(C)nc1-c1cccc(Cl)c1 (stereo not given)
[42] O=C(NCC1CCC2(CCN(Cc3c(F)cccc3F)CC2)O1)c1ccco1 (stereo not given)
[43] COc1ccc(C2=NN(CC(=O)NCCN3CCCC3)C(=O)CC2)cc1
[44] CCN(Cc1ccccc1)C(=O)c1cc(Cc2ccc(OC)cc2)no1

screen / no.,37,38,39,40,41,42,43,44
TEAD-YAP inh,-3.9,3.1,-17.4,-4.5,-7.0,3.9,-1.5,-50.2
FBW7 act,-0.1,0.0,0.4,0.0,-0.1,0.0,0.1,-0.1
MITF primary,-0.4,4.3,17.5,2.4,0.7,0.1,-8.9,-10.5
GPR151 ag,0.3,-0.8,-0.4,-1.0,0.0,1.0,0.9,-0.9

[45] Cc1cccc(OCc2nnc(SCCN3CCCCC3)n2C)c1
[46] CCOc1ccc(CCNC(=O)Cn2c(-c3cncs3)nc3ccccc32)cc1OCC
[47] COCCNc1nc(-c2ccc3[nH]ccc3c2)ccc1C(=O)NCCc1ccccn1
[48] Cc1ccccc1Nc1nc(-c2cc3ccccc3oc2=O)cs1
[49] CC1(CNc2nc3nonc3nc2NC2CCCC2)COC1
[50] CCc1ccc(N(CC(=O)Nc2ccccc2CC)S(C)(=O)=O)cc1
[51] O=S(=O)(/C=C/c1ccccc1)NCCc1ccc(C(F)(F)F)cc1
[52] Cc1cc(C)nc(NNC(=S)Nc2ccc(OC(F)F)cc2)n1

screen / no.,45,46,47,48,49,50,51,52
TEAD-YAP inh,-3.4,-2.7,15.6,-26.4,-4.1,2.2,-3.3,-3.8
FBW7 act,-0.1,0.1,0.3,0.3,-0.1,-0.1,0.2,0.0
MITF primary,-2.9,-3.4,-5.4,-20.4,6.5,-6.2,-10.5,-2.5
GPR151 ag,-0.1,-0.7,-0.4,0.6,-1.6,4.8,1.3,1.6

[53] CCCNC(=O)C/C(C)=N/NC(=O)COc1ccc(C)cc1Br
[54] Cc1cc(C(=O)N/N=C\c2ccccc2O)n[nH]1
[55] O=C(O)c1ccc([C@@H]2Nc3ccc(F)cc3[C@@H]3C=CC[C@@H]32)cc1
[56] COc1cc([N+](=O)[O-])cc(C=Nc2cccc(NC(=O)c3ccccc3)c2)c1O
[57] CN(C)C(=O)c1cc(-c2cn[nH]n2)ccc1NC(=O)C1COc2ccccc2C1 (stereo not given)
[58] CCc1ccc(-c2cc(C(=O)N3CCN(c4ncccn4)CC3)c3ccccc3n2)s1
[59] Cc1ccccc1C(=O)Nc1nc(-c2cccc([N+](=O)[O-])c2)cs1
[60] COc1ccccc1-n1c(CNC(=O)COc2ccc(Cl)cc2Cl)n[nH]c1=S

screen / no.,53,54,55,56,57,58,59,60
TEAD-YAP inh,7.4,-42.5,3.7,-26.5,-3.7,33.1*,-4.6,2.3
FBW7 act,0.1,-1.8,-1.0,0.1,0.0,0.0,-0.1,0.0
MITF primary,10.5,29.6,65.5*,-7.6,20.8,-13.6,10.0,5.4
GPR151 ag,-0.8,-0.1,-0.7,-2.7,0.5,1.4,-0.5,1.5

[61] Cc1ccc(N2C(=O)C3C4c5ccccc5C(c5ccccc54)C3C2=O)cc1[N+](=O)[O-] (stereo not given)
[62] COc1cc(S(=O)(=O)Nc2ccc(NC(C)=O)cc2)ccc1F
[63] Cc1ccc(Cl)c(OCCNC(C)(C)C)c1
[64] CC(C)(C)C(=O)CC1(O)C(=O)N(Cc2ccccc2)c2ccccc21 (stereo not given)
[65] O=C(C1c2ccccc2Oc2ccccc21)N1CCCC(c2nc(-c3cccnc3)n[nH]2)C1 (stereo not given)
[66] O=C(O)c1ccc(NS(=O)(=O)c2ccc(Br)s2)cc1
[67] O=C(Nc1nccs1)C1CCC(CNc2c(N3CCCC3)c(=O)c2=O)CC1 (stereo not given)
[68] CCN(CC)c1nc(Nc2cc(OC)c(OC)c(OC)c2)nc(N2CCC(N3CCOCC3)CC2)n1

screen / no.,61,62,63,64,65,66,67,68
TEAD-YAP inh,-1.6,1.0,2.9,1.4,-1.3,6.6,5.0,3.7
FBW7 act,-0.2,0.2,-0.1,0.0,-0.1,0.1,-0.1,0.1
MITF primary,-3.9,-0.2,-10.9,-4.9,61.6*,-0.7,-3.6,-5.3
GPR151 ag,2.7,0.3,0.8,-0.9,0.1,0.3,-2.2,-0.8

Ordered by count of non-hydrogen atoms (largest number first): 3 of the compounds above
[68] CCN(CC)c1nc(Nc2cc(OC)c(OC)c(OC)c2)nc(N2CCC(N3CCOCC3)CC2)n1
[65] O=C(C1c2ccccc2Oc2ccccc21)N1CCCC(c2nc(-c3cccnc3)n[nH]2)C1 (stereo not given)
[63] Cc1ccc(Cl)c(OCCNC(C)(C)C)c1

screen / no.,68,65,63
TEAD-YAP inh,3.7,-1.3,2.9
FBW7 act,0.1,-0.1,-0.1
MITF primary,-5.3,61.6*,-10.9
GPR151 ag,-0.8,0.1,0.8

Going on with the list.
[69] CC(NC(=O)CCN1CCCCC1)C1COc2ccccc2O1 (stereo not given)
[70] CCCc1oc2c(cc(NS(=O)(=O)c3ccc(Cl)cc3)c3ccccc32)c1C(=O)OCC
[71] O=C1c2ccccc2C(=O)N1Cc1nc2c3c4c(sc3ncn2n1)CCCC4
[72] COC(=O)c1ccc(C(=O)Nc2nc3c(s2)C(=O)CC(C)(C)C3)cc1
[73] CCN(CC)c1cc(-c2ccccc2F)nc(-c2ccccn2)n1
[74] Cc1ccc(C2SCC(=O)N2Cc2ccccc2)cc1 (stereo not given)
[75] C=CCn1c(SCC(=O)Nc2nc(C)cs2)nnc1C(C)NC(=O)c1cccs1 (stereo not given)
[76] CCC(=O)N1CCN(S(=O)(=O)c2ccc(OC)cc2)CC1

screen / no.,69,70,71,72,73,74,75,76
TEAD-YAP inh,0.3,-20.0,11.5,-0.9,49.9*,-10.6,-4.9,4.1
FBW7 act,-0.1,0.4,0.0,0.1,-0.4,0.0,-0.2,-0.1
MITF primary,31.0,-10.4,22.6,3.0,7.9,-2.1,-6.9,8.8
GPR151 ag,-1.0,-0.2,-0.4,0.3,1.2,-1.8,0.1,0.3

Results in sequence from the list:
FBW7 act, compounds 69 to 76 → -0.1, 0.4, 0.0, 0.1, -0.4, 0.0, -0.2, -0.1
TEAD-YAP inh, compounds 69 to 76 → 0.3, -20.0, 11.5, -0.9, 49.9*, -10.6, -4.9, 4.1
GPR151 ag, compounds 69 to 76 → -1.0, -0.2, -0.4, 0.3, 1.2, -1.8, 0.1, 0.3

Later entries
[77] Cc1ccc2nc(-c3ccccn3)[nH]c2c1
[78] CCc1cccc(CC)c1NC(=O)CN(C)S(=O)(=O)c1ccc(OC)c(C)c1
[79] CCOC(=O)c1c(NC(=O)COc2ccc(C(C)(C)C)cc2)sc2c1CCC(C)C2 (stereo not given)
[80] N#Cc1ccc(NC(=O)COC(=O)c2ccccc2F)cc1
[81] O=C(Cc1ccc(-n2cnnn2)cc1)N1CCC(O)(c2ccccn2)CC1
[82] CS(=O)(=O)N1CCN(c2ccc(-c3ccncc3)nn2)CC1
[83] O=C(CN1C(=O)C2C3C=CC(C3)C2C1=O)Nc1ccc2c(c1)OCCO2 (stereo not given)
[84] CCN(CC)C(=O)c1cccc(OC)c1
[85] Fc1ccc(CN2CCN(Cc3ccccn3)CC2)cc1

screen / no.,77,78,79,80,81,82,83,84,85
TEAD-YAP inh,64.2*,8.6,-10.3,7.2,-4.8,-6.8,-17.3,1.8,-52.1
FBW7 act,-1.9,-0.1,-0.1,0.0,0.0,-0.2,0.1,-0.1,0.2
MITF primary,-3.4,4.2,7.4,-14.7,-4.9,-3.8,6.6,-0.4,70.2*
GPR151 ag,-7.5,1.3,-1.2,-0.5,0.2,-1.8,-1.2,0.1,2.6

Screening results (PubChem BioAssay)
